Bioassay records: PubChem BioAssay, National Center for Advancing Translational Sciences (NCATS)
Integrin act MD – activates integrin-mediated alleviation for muscular dystrophy. alpha7betagal myoblasts, beta-gal FDG fluorescence, 48 h. Potency, µM (series often up to 38.3 µM), for inactives: at the top dose activation, usual class: activators. 0.064% of 350,000 active;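 further: potency means the concentration at half of the fitted maximal effect; 100% = response of the positive control SU9516; nearly all actives have a fitted effect of over 60% in size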
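alpha7betagal+/- myoblasts (passage 13, 250/well) treated 48 h at 37C with compounds at 1:260 dilution of DMSO stock. Lysed, then beta-galactosidase activity read as FDG fluorescence (ex 480/em 540) after 30 min, with pre-read for autofluorescence.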
ELG1 repair inh – ELG1-dependent DNA repair inhibition | HEK293T ELG1-luciferase reporter, luminescence, 16 h; DNA damage induced by 5-fluorouridine | Potency, µM (titrated, usually from 46.1 µM), inactives show top-dose activity change, negative = inhibition, most hits filed as inhibitors | 2.3% of 330,000 active | AID 504467; further: potency means the concentration at half of the fitted maximal effect; on the % scale 0 is the no-effect control and ±100 the full control effect; nearly all actives have a fitted effect of over 55% in size
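Luminescence from the luciferase reporter, measured 30 min after ONE-Glo reagent at room temperature, was the read-out. Beforehand, 2,000 cells per well were exposed for 16 hr at 37 °C to 5-fluorouridine together with compound or vehicle.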
Eya2 phos inh – inhibitors of human Eya2 phosphatase activity. O00167. recombinant Eya2, OMFP fluorescence dephosphorylation (OMFP is methylfluorescein phosphate). Potency, µM (highest dose often 76.9 µM), without a hit: top-dose activity, negative = inhibition, usual class: inhibitors. 0.006% of 330,000 active. AID 488837; further: potency means the concentration at half of the fitted maximal effect; on the % scale 0 is the no-effect control and ±100 the full control effect
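Eya2 protein (added as 0.2 uM solution) was preincubated with compound for 10 min at ambient temperature in 50 mM HEPES pH 7.5, 50 mM NaCl, 5 uM MgCl2, 0.05% BSA, 1 mM DTT. OMFP (added at 50 uM) then reacted 10 min; fluorescence read at 485/525 nm.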
TCR activator – T cell receptor activation; Potency, µM (highest dose often 9.22 µM), for inactives: at the top dose activation of IL-2 secretion, actives largely listed as activators; 330,000 tested, under 10 active; primary human leukocytes, anti-CD3, IL-2 HTRF, 48 h; further: % of control where 0% means no effect
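Using a-CD3 beads without co-stimulation, primary human leukocytes were exposed to compounds for 48 hr. An HTRF IL-2 kit measured the cytokine, with europium-to-d2 energy transfer producing emission at 665nm upon 320nm excitation.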
TSHR antag – human thyrotropin receptor antagonism; P16473; TSHR-expressing cells, TSH-stimulated cAMP HTRF, 2 h; hits give low values; activity change, negative = inhibition, % at 11.5 µM; 0.2% of 330,000 active; AID 504810;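 active means activity change below a set negative limit, meaning inhibition stronger than a set level, cut at about -70% in these data; inconclusive means activity change between two set negative limits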; further: on the % scale 0 is the no-effect control and ±100 the full control effect
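Inhibition of cAMP made by TSHR-expressing cells under TSH stimulation (4nM final, EC80; 2 h, 37 deg C) is quantified with a one-step lysis HTRF kit, anti-cAMP cryptate versus cAMP-d2.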
BCR signal inh – blocks chronic active B-cell receptor signaling | AID 493014 | Potency, µM (series often up to 46.1 µM), for inactives: at the highest dose ratio change, negative = lower green/red ratio, most hits filed as inhibitors | 0.05% of 340,000 active | ABC-DLBCL IkBa-CBG/CBR reporter, luminescence ratio, 4 h; active means well fitted inhibition curve with a large enough effect in the signal ratio, with a control signal flat, not every such curve was filed as active; inconclusive means small, poorly fitted or top-dose-only effect, or effect the other way, or a change in a side signal; the % refers to the signal ratio;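 further: potency means the concentration at half of the fitted maximal effect; plate controls were basal doxycycline-induced cells for no effect and cells given 10 µM MG132 for full effect; MG132 reads +100%, hits lower the ratio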
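Compounds up to 46 uM were incubated four hours with TMD8 cells whose green CBG68 luciferase is fused to IkappaBalpha; red CBR luminescence normalised the signal, and concentration-effect curves were fitted to fusion, red and ratio data.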
PTAP TSG101 blk – blocks PTAP/TSG101 interaction to inhibit HIV-1 budding | Q99816 | Fluorescence polarization, FITC-PTAP peptide / Tsg101 binding | Potency, µM (titrated, usually from 115 µM), for inactives: at the highest dose activity change, negative = inhibition, hits mostly inhibitors | 340,000 tested, under 10 active | AID 493005; active means well fitted inhibition curve with a large enough effect in the main read-out, with a control signal flat, not every such curve was filed as active; inconclusive means small, poorly fitted or top-dose-only effect, or effect the other way, or a change in a side signal; inactive means no such curve, though single readings can be large or run the other way; further: potency means the concentration at half of the fitted maximal effect; % of control where 0% means no effect
Target sequence (Q99816 whole entry, looked up): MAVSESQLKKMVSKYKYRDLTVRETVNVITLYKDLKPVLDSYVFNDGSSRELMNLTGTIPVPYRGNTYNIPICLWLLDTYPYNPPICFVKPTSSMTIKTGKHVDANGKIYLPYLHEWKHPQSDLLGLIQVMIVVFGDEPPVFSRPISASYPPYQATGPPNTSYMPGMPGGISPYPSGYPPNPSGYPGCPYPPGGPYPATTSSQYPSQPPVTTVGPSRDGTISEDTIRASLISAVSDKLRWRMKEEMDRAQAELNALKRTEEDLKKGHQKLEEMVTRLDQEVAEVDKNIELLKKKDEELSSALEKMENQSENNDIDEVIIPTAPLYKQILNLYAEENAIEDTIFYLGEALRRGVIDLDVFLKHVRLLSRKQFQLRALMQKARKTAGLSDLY
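FP read-out: FITC-PTAP peptide, 50 nM final, binding Tsg101 binding domain, 10 uM final; 20 min, r.t.; 10 mM HEPES pH 7.5, 0.15 M NaCl, 0.01% Tween 20, 3 mM EDTA, 0.1 mM TCEP.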
Tb PFK inh – T. brucei PFK enzyme inhibition; T. brucei PFK, ADP-Glo luminescence; Potency, µM (titrated, usually from 57.5 µM), for inactives: top-dose activity, negative = inhibition, usual class: inhibitors; 0.17% of 330,000 active; AID 485367;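 further: potency means the concentration at half of the fitted maximal effect; 0% = uninhibited 1x PFK enzyme wells and -100% = no-enzyme wells; nearly all actives have a fitted effect of over 60% in size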
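PFK 1.25 nM, F6P 0.5 mM, ATP 0.1 mM, 0.1 M TEA pH 8.0, 5 mM MgCl2, 0.01% Tween20, 0.1% BSA; 45 min RT. ADP-Glo readout. qHTS titration up to 57 uM; curves fitted, compounds curve-classed.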
S-ASM inh – inhibitors of human secretory acid sphingomyelinase; placental ASM, HMU-PC fluorogenic substrate, 60 min; Potency, µM (series often up to 57.5 µM), inactives show at the top dose activity change, negative = inhibition, hits mostly inhibitors; 0.006% of 340,000 active; AID 504937; further: potency means the concentration at half of the fitted maximal effect
Target sequence (P17405 47-631 limits assumed): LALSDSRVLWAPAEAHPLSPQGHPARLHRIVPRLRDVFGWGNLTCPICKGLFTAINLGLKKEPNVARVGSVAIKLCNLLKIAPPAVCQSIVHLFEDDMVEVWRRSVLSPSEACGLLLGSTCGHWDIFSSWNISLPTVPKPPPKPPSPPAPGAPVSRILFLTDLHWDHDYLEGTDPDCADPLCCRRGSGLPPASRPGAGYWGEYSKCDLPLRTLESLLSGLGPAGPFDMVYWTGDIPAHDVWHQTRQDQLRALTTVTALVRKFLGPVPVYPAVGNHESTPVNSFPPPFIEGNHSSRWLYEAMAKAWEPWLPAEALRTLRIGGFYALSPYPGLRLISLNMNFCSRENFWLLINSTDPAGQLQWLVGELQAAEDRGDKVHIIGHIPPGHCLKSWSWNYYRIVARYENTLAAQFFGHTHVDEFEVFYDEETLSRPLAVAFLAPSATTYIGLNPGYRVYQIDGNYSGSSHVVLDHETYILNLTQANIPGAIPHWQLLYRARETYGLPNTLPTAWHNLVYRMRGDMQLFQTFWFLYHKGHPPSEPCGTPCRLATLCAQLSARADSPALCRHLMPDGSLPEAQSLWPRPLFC
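HMU-PC0 cleavage (9 uM final) by human placental ASM, 60 min at 37 °C following 10 min compound exposure at RT; stopped at pH 10, fluorescence Ex 386/Em 447 nm.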
Mito fusion yeast – blocks mitochondrial division or promotes mitochondrial fusion. Potency, µM (doses to about 46.1 µM), for inactives: at the top dose growth rescue (activation), hits mostly activators. 0.23% of 320,000 active. S. cerevisiae fusion-defective mutant growth rescue, CellTiterGlo 48 h;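 further: potency means the concentration at half of the fitted maximal effect; % of control where 0% means no effect; nearly all actives have a fitted effect of over 45% in size; temperature-sensitive fusion mutants such as fzo1-1 at 37 °C on non-fermentable ethanol glycerol medium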
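Temperature-sensitive fusion-defective S. cerevisiae (e.g. fzo1-1, mgm1-5) were grown with compound in YPEG medium (3% ethanol, 3% glycerol) for 48 hours at 37C. Growth rescue was measured as viability by CellTiterGlo luminescence after 10 minutes at ambient.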
AT treatment – potential ataxia-telangiectasia treatments restoring KAP-1 phosphorylation; […] A-T fibroblasts, KAP-1 phosphorylation AlphaLISA; neocarzinostatin DNA damage 30 min before lysis; Potency, µM (titrated, usually from 57.5 µM), inactives show at the top dose activation, most hits filed as activators; 0.19% of 320,000 active; AID 485349; further: potency means the concentration at half of the fitted maximal effect; % of control where 0% means no effect; nearly all actives have a fitted effect of over 45% in size
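ATM-like activity read as KAP-1 phosphorylation via AlphaLISA donor/acceptor antibody pairs after lysis and 6 hr at 25C. Cells were ATM-null patient fibroblasts ([…], hTERT), dosed 60 min, then exposed to the DSB inducer NCS for 30 min.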
* marks the source's active call; other numbers are inactive results; ? = inconclusive; · = no result given; [ ] = remark or other dose. Unless noted, the call rests on the fitted dose curve; in most records, active means well fitted curve in the direction sought with a large enough effect; inconclusive means small, poorly fitted or top-dose-only effect, or another doubt; inactive means no such curve, though single readings can be large; an effect the other way counts as inactive or inconclusive. Compounds were not picked by outcome. About 3.2% of those tested had a hit in this group.

compound,Integrin act MD,ELG1 repair inh,Eya2 phos inh,TCR activator,TSHR antag,BCR signal inh,PTAP TSG101 blk,Tb PFK inh,S-ASM inh,Mito fusion yeast,AT treatment
CCC(C(=O)O)n1c2ccccc2c2cn[nH]c(=O)c21 (centres undefined),-53%[inhibitor],1%,4%,-3%,2,9%,0%,4%,0%,3%,11%
CCc1cccc2c(C(=O)CSc3nnc(C4CC4)o3)c[nH]c12,-12%,2%,-3%,-2%,3,-2%,-2%,-1%,0%,0%,4%
Cc1ccc(CNC(=O)CCNC(=O)c2ccc([N+](=O)[O-])cc2)cc1,23%,4%,9%,-4%,·,2%,1%,6%,-2%,·,10%
CC(C)c1ccc(CCNC(=O)c2cccc(S(=O)(=O)N3CCN(C)CC3)c2)cc1,-26%,?,7%,-5%,9,0%,1%,4%,-1%,-4%,-9%
CCOC(=O)N1CCN(S(=O)(=O)c2cccs2)CC1,20%,11%,0%,-1%,4,-5%,-2%,11%,1%,0%,3%
O=C(COC(=O)c1ccncc1)NC(=O)C1CCCCC1,-16%,-1%,5%,-2%,55,-1%,-8%,-4%,13%,-1%,6%
COc1ccc(S(=O)(=O)N2CCOC23CCN(C(=O)c2ccc(Cl)cc2Cl)CC3)cc1,26%,?,-9%,0%,-115*,-6%,-5%,1%,-2%,10%,9%
COc1ccc(NC(=O)NC2(C(=O)N3CCN(C)CC3)CCCCC2)cc1,10%,?,1%,2%,-5,4%,-1%,4%,-3%,0%,2%
O=C(Nc1nccs1)C1CCN(S(=O)(=O)c2ccc3c(c2)OCCCO3)CC1,-8%,?,-1%,9%,-6,?,-11%,-1%,-9%,2%,·
CCC1(C(=O)c2ccccc2)C2c3cc(Br)ccc3OC(=O)C21C(=O)N1CCOCC1 (centres undefined),-6%,-9%,7%,5%,-11,1%,-1%,-3%,-5%,2%,-6%
Nn1c(SCc2ccccc2F)nnc1-c1ccncc1,?,?,0%,3%,-8,7%,-3%,1%,6%,7%,6%
COC(=O)CCSCC(=O)N1N=C(c2ccc(Br)cc2)CC1c1cccc(OC)c1OC (centres undefined),15%,?,-17%,-1%,-10,?,-1%,3%,-16%,6%,2%
O=C(CSc1ccc(Cl)cc1)Nc1ccccc1N1CCN(C(=O)c2ccccc2)CC1,20%,?,2%,-1%,-6,?,-1%,1%,3%,-2%,-1%
CCOC(=O)c1sc(=S)n(-c2ccc(Cl)cc2)c1SC,0%,5%,-6%,4%,-8,7%,1%,0%,-4%,-2%,-2%
O=C(CC12CC3CC(CC(C3)C1)C2)N1CCN(S(=O)(=O)c2cccs2)CC1,9%,-17%,-2%,-2%[46.1 µM],1,-1%,-1%,0%,-2%,16%,-4%
Cc1ccc(Cl)cc1N1CCN(C(=O)C2CCC(=O)N2C(C)C)CC1 (centres undefined),-1%,26%,0%,12%,7,-7%,-3%,-30%,2%,4%,12%
Cc1ccc(S(=O)(=O)CCC(=O)OCc2ccccc2)cc1,15%,-15%,3%,5%,-15,?,-5%,22%,5%,2%,2%
Nc1nnc(SCC(=O)c2cccc([N+](=O)[O-])c2)s1,10%,3%,4%,5%,-3,?,-1%,-2%,-2%,3%,0%
O=C1C2CC(O)CN2C(=O)N1c1ccccc1 (centres undefined),-12%,-6%,-3%,2%,-5,2%,-5%,-7%,0%,4%,5%
Cc1cccc(C(=O)O[C@H]2[C@H](C)NS(=O)(=O)[C@H]3CC4C=C[C@]23O4)c1,-4%,?,14%,-2%,14,-1%,-2%,-2%,-3%,·,-10%
CCOc1ccc2[nH]cc(S(=O)(=O)c3ccc(F)cc3)c(=O)c2c1,-7%,?,22%,6%,-18,?,0%,-1%,-3%,0%,6%
Cc1ccc(N2C(=N)SCC2=O)cc1Cl,5%,-12%,5%,-1%[46.1 µM],13,-2%,-2%,-8%,4%,10%,1%
CCC(=O)c1ccc(OCC(=O)OCC(=O)c2cc(C)n(C)c2C)cc1,10%,9%,17%,-2%,10,-5%,·,0%,-2%,-8%,-8%
CCOC(=O)c1c(NC(=O)CSc2nnnn2C)sc(C)c1C,-10%,-2%,-19%,5%,4,-8%,-7%,-1%,-2%,-3%,-4%
C=CC[C@@H](CC(=O)N(CCO)Cc1ccccc1)C(=O)N[C@H](COC(=O)[C@@H](CC=C)CC(=O)OC(C)(C)C)Cc1c[nH]c2ccccc12,-47%,18µM*,-5%,11%,6,-1%,-7%,-1%,-8%,·,-2%
COc1ccc(C(=O)N2N=C(c3cccc(OC)c3)CC2(O)C(F)(F)F)cc1 (centres undefined),2%,?,-6%,2%[46.1 µM],15,-15%,-5%,5%,-13%,8%,1%
Cc1ccccc1SCC(=O)NNC(=O)c1ccncc1,0%,?,7%,7%,30,2%,-2%,-8%,3%,-3%,3%
Cc1cccc(-n2ncc3c(NC(C)C)ncnc32)c1,10%,?,18%,-11%,-11,?,-3%,-4%,-5%,15%,1%
Cc1cc(NC(=O)Nc2cc(F)ccc2C)n(C)n1,-5%,3%,5%,-2%,6,6%,-3%,-10%,-3%,2%,12%
O=C(NC(=S)NC1CCSC1=O)c1cccc([N+](=O)[O-])c1 (centres undefined),-2%,14%,5%,-5%,13,?,-5%,0%,2%,-3%,3%
COc1ccc(C2SCC(=O)N2c2c(C)n(C)n(-c3ccccc3)c2=O)cc1OC (centres undefined),8%,2%,3%,·,6,-11%,-11%,-3%,0%,1%,7%
COc1ccc(S(=O)(=O)NCC2CCCN(Cc3cn(C)nc3C)C2)cc1 (centres undefined),44%,16%,6%,10%,18,-1%,-3%,-3%,7%,1%,3%
O=C(O)C1CCN(C(=O)COc2ccc3c4c(c(=O)oc3c2)CCC4)CC1,13%,0%,-3%,3%,17,?,-5%,13%,69%[activator],0%[9.22 µM],·
Cn1c(Cl)c(/C=N/OC(=O)c2cccc(Cl)c2)c2ccccc21,19%,-1%,-8%,0%,22,-1%,1%,-4%,2%,-1%,7%
CC(C)c1ccc(OCc2ccc(C(=O)O)o2)cc1,11%,?,-10%,7%,-8,?,-1%,?,36%[activator],11%,1%
Cc1cccc(NC(=O)C2CCN(S(=O)(=O)c3ccc4c(c3)NC(=O)CO4)CC2)c1C,?,-2%,3%,-4%,-2,0%,0%,0%,-2%,2%,-6%
Cc1cc2ncc(C(=O)Nc3ccsc3C(=O)O)c(C)n2n1,-25%,?,14%,-3%,13,4%,-3%,0%,3%,-4%,7%
Cc1c(NCc2cc(Cl)cc(Cl)c2O)c(=O)n(-c2ccccc2)n1C,12%,-19%,4%,3%,-5,-9%,-1%,-1%,-4%,3%,-5%
COc1ccc(C2(O)CCN(CC(=O)Nc3nccs3)CC2)c(OC)c1,-31%,?,-6%,2%,4,4%,-5%,1%,3%,1%,8%
O=C(Nc1nnc(S(=O)(=O)N2CCOCC2)s1)c1cccc(Br)c1,37%,15%,12%,-9%,-16,17%,-8%,3%,-2%,23%,1%
Cn1c(SCC(=O)Nc2ccccc2F)nc2c(c1=O)SCC2,-22%,3%,-3%,0%,12,?,-4%,1%,0%,3%,3%
C=CCn1c(C(C)C)nc2ccccc21,21%,2%,5%,-5%,5,15%,0%,-3%,4%,15%,1%
Cc1c(C(=O)OCC(=O)N2CCCC2)cccc1[N+](=O)[O-],-12%,?,8%,4%,-7,2%,-6%,-1%,2%,-1%,-8%
CC(Sc1nnc(NC(=O)c2cc3ccccc3oc2=O)s1)c1ccccc1 (centres undefined),0%,10%,-10%,3%,7,0%,-3%,-10%,3%,5%,-8%
